Keap1-Nrf2 PPI = disrupts human Keap1 binding to Nrf2 peptide; Q14145; Keap1 Kelch-Nrf2 peptide fluorescence polarization, 1536-well; inhibition, % at 9.4 µM; actives 0.15% (n = 340,000); in the data active means inhibition above about 12%; inconclusive means no clear call, values can overlap the other calls; inactive means below about 7.3%;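 further: human Keap1 Kelch domain with fluorescein labeled Nrf2 9mer peptide probe; 0% = neutral control wells and 100% = peptide positive control; higher means more block of Keap1 binding to Nrf2 peptide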
Target sequence (Q14145 whole entry, looked up, the tested form may be a part): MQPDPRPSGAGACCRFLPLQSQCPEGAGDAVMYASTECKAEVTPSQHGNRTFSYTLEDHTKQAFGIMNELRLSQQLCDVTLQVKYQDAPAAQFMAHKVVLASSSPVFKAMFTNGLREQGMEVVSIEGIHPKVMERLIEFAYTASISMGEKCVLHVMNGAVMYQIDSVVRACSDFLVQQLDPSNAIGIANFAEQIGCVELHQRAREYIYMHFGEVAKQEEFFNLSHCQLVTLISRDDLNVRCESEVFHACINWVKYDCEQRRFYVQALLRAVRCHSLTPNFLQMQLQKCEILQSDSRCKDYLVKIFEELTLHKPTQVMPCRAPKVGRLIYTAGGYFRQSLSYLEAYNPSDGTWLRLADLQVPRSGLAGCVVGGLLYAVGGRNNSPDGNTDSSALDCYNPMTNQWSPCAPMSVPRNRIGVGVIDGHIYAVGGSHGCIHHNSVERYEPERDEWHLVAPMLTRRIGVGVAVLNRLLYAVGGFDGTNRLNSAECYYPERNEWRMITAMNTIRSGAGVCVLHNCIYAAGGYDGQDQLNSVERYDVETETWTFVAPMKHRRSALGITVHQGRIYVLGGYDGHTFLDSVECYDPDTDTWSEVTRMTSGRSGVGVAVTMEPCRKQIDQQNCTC
RTF Ca sens inh = cardiac RTF calcium desensitization | P19429+P45379 | IANBD-labeled cardiac RTF, Ca2+ fluorescence | inhibition, % at 7.15 µM | actives 0.12% (n = 340,000);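 active means inhibition above the mean inhibition of all tested compounds plus 3 SD, cut at about 17% in these data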;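 further: assay run at fixed EC70 calcium of 1.6 mM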
CDK5 p35 inh = inhibitors of human CDK5/p35 kinase. Q00535+Q15078. Recombinant CDK5/p35, ADP-Glo luminescence, 60 min. inhibition, % at 10 µM. actives 0.01% (n = 330,000). AID 488839;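 active means highest replicate inhibition of at least 50% and at least 75% of replicates reaching 50%; inconclusive means only one of the two criteria met; inactive means both criteria failed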;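 further: plate controls were DMSO neutral control for no effect and GW8510 at 10 µM for full effect; many of its hits are not listed in these tables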
NSD2 inh = inhibitors of human histone methyltransferase NSD2 | O96028 | NSD2 peptide methylation, AlphaScreen, 120 min | inhibition, % at 12.5 µM | actives 0.54% (n = 310,000); in the data active means inhibition above about 50%
cardiac RTF act = cardiac RTF calcium sensitization; AID 493008; IANBD-labeled TnC RTF fluorescence at EC20 calcium; 0% EC20 calcium, 100% full calcium; activation, % at 7.2 µM; actives 0.24% (n = 340,000); P19429+P45379;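 active means activation above the mean over all tested compounds plus 3 SD, cut at about 30% in these data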;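 further: rise in fluorescence read as greater calcium sensitivity of cardiac thin filaments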
PfHsp90 set2 = growth inhibition of yeast expressing Plasmodium Hsp90 | S. cerevisiae expressing PfHsp90, BacTiter-Glo ATP, 48 h; yeast lacking PDR1 and PDR3 efflux regulators | inhibition, % at 9.4 µM | actives 0.32% (n = 310,000) | AID 504621;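 active means every replicate shows inhibition above about 80%, whatever the replicate mean, limit read from the data; inconclusive means mean inhibition reaches the set limit but some replicate falls short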;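 further: 0% = DMSO neutral controls and 100% = 20 µM radicicol positive controls; yeast relying on Plasmodium falciparum Hsp90 in place of its own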
SUMO Mot1 rescue = blocks SUMOylation pathway, rescuing yeast Mot1-301 growth; actives 1% (n = 320,000); S. cerevisiae Mot1-301 growth rescue, ATP luminescence, 38.5C; percent above DMSO median, 100 means doubled; growth rescue, % at 18.8 µM;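 active means every valid replicate shows activation above 250% relative to neutral control wells; inactive means the rest, any valid replicate at or below 250%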;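 further: OY570 slx delta 5 strain wells were the positive control but not used for scaling; some compounds called inactive have numbers as strong as hits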
Rtt109 HAT inh = inhibitors of Candida albicans Rtt109/Vps75 histone acetyltransferase. purified Rtt109/Vps75, ThioGlo CoA-SH fluorescence, 4 h. inhibition, % at 34.9 µM. actives 0.16% (n = 330,000). AID 540336;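 active means inhibition of at least 50% in every replicate; inconclusive means best replicate reaches 50% inhibition but some replicates fall short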
Target sequence (Q5AAJ8 whole entry, looked up): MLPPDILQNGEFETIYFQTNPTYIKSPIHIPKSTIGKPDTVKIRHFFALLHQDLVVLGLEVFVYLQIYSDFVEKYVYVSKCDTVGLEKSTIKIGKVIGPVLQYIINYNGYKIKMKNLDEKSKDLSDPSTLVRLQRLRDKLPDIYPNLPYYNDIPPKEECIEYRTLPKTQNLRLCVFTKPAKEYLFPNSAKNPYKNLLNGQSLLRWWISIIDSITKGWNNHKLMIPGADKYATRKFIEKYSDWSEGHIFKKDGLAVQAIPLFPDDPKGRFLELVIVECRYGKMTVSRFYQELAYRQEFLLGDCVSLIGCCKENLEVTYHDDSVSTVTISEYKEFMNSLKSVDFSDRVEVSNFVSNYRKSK
PvdQ inh = P. aeruginosa PvdQ acylase inhibition; inhibition, % at 10 µM; purified PvdQ acylase, fluorescence plate reader; actives 0.063% (n = 340,000); AID 488965; in the data active means inhibition above about 30%, passing the limit was not always enough; inconclusive means no clear call, values can overlap the other calls;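 further: 0% = vehicle neutral wells and 100% = reference inhibitor wells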
C-LANA FP = blocks KSHV LANA C-terminal domain binding to DNA; MBP-C-LANA/FAM-LBS DNA binding, fluorescence polarization; inhibition, % at 9 µM; actives 0.078% (n = 340,000); AID 504423;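 active means highest replicate inhibition at or above 60% at 9 µM, even if other replicates fall short; inactive means all replicates below 60% inhibition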;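 further: 0% = neutral control wells and 100% = 4 µM acridine orange control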
dFosB activator = mouse delta FosB homodimer activation; purified delta FosB, TAMRA-CDK5 oligo fluorescence polarization; percent of positive-control signal above neutral wells; activation, % at 25 µM; actives 0.99% (n = 340,000); AID 493131;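 active means mean activation above about 17%, with every replicate also reaching it, limit read from the data, passing the limit was not always enough; inconclusive means only one of the two conditions met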;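 further: fluorescence polarization rise as delta FosB binds a TAMRA Cdk5 AP-1 oligo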
* = called active by the depositor; ? = inconclusive; · = no result given.

SMILES	Keap1-Nrf2 PPI	RTF Ca sens inh	CDK5 p35 inh	NSD2 inh	cardiac RTF act	PfHsp90 set2	SUMO Mot1 rescue	Rtt109 HAT inh	PvdQ inh	C-LANA FP	dFosB activator
Cc1ccccc1Cn1nc(C)c(NC(=O)c2cc3nc(-c4ccco4)cc(C(F)(F)F)n3n2)c1C	-2	-9	-3.3	-1	-1	-24	·	-5	2	2.0	0
CC(C)c1ccc(-c2cc(C(=O)N3N=C(C(F)F)CC3(O)C(F)F)c3ccccc3n2)cc1 (centres undefined)	-6	3	-0.2	0	1	111*	-7	-11	-8	0.0	-5
O=C(NNc1c(Cl)cccc1Cl)c1cccs1	-4	-12	-0.8	-1	8	-2	22	-11	-17	-1.3	-6
O=C(CCCn1c(=S)[nH]c2ccccc2c1=O)NC1CCCC1	5	-1	1.3	0	3	·	-23	6	14	-1.0	-10
O=C(NCc1cccnc1)C(=O)NCC1OCCN1S(=O)(=O)c1ccc(Cl)cc1 (centres undefined)	3	-6	0.1	·	2	-22	27	7	3	1.3	-8
COc1ccc(C(CNC(=O)c2ccc(NS(=O)(=O)c3cccc([N+](=O)[O-])c3)cc2)N2CCOCC2)cc1 (centres undefined)	1	-6	-0.5	·	1	-11	0	9	-12	0.4	-4
Cc1ccccc1Cn1nc(C)c(NC(=O)c2noc3c2CCCC3)c1C	5	-1	-0.1	3	7	22	11	-2	5	3.5	-7
Cc1ccc(Cn2c(SCC(=O)NCC3CCCO3)nc3c(sc4ccccc43)c2=O)cc1 (centres undefined)	-2	-4	-1.0	-3	1	-2	14	8	-13	-0.6	-13
CCn1c(SCC(=O)Nc2ccc3c(c2)OCCO3)nc2c(c1=O)SC(C)C2 (centres undefined)	-5	-7	0.7	·	-2	-1	-3	4	6	-2.0	-7
CN(C)CCOc1cc(Cl)cc(Cl)c1	-4	-8	-0.8	2	-1	11	1	-1	-14	-1.7	5
Cc1ccc(CNC(=O)CSc2nccn(-c3ccc(C)c(F)c3)c2=O)cc1	-7	-3	-0.4	1	-9	·	7	4	-9	1.3	-9
CCN(CC)c1ccc(C(=O)Nc2cccc(F)c2)cc1	-5	0	0.2	2	-2	12	101	4	-17	1.3	0
Cc1ccc(S(=O)(=O)N2CCN(c3ccc(C(F)(F)F)cc3[N+](=O)[O-])CC2)cc1	-2	5	1.9	-2	-19	-37	3	-4	-5	1.4	1
CC(C)[C@H](NS(=O)(=O)c1ccc2c(c1)OCCO2)C(=O)OCC(=O)Nc1ccccc1	-4	-3	-1.3	·	-2	1	-10	2	-9	1.3	-3
Cc1ccc(NC(=O)CN(C)C(=O)COC(=O)c2ccc(Cl)cc2O)cc1	-5	7	-9.3	0	-2	-12	7	-2	-7	-1.9	0
C[C@H](CO)N1C[C@H](C)[C@@H](CN(C)S(=O)(=O)c2cccs2)Oc2ccc(NC(=O)NC3CCCCC3)cc2C1=O	-3	3	3.1	·	-1	11	2	12	-8	4.3	3
COc1ccccc1NC(=O)C(C)OC(=O)COc1cccc2c1OC(C)(C)C2 (centres undefined)	-3	-34	0.4	-5	-8	-14	15	-15	-14	-0.3	-5
CC(C)(C)NC(=O)CN(C(=O)CS(=O)CC(=O)Nc1ccc(F)cc1)c1ccccc1F (centres undefined)	-4	-8	-3.5	-5	2	0	7	1	-9	1.1	4
COCCn1c(C2CCCCC2)nc2sc3ccccc3c(=O)c2c1=O	-3	-8	-1.7	-3	5	17	-27	-12	-10	1.3	-12
COc1ccc(-c2oc3ccc(-c4ccc5c(c4)OCO5)cc3c2C#CC2(O)CCCCC2)cc1	-5	5	-0.6	·	1	-10	-29	-4	-37	-0.2	3
Nc1ccc(S(=O)(=O)N2CCc3ccccc32)cc1	3	5	-0.3	-3	-4	23	15	1	-6	0.7	-3
Cn1nc(-c2ccccc2)cc1NC(=O)Nc1ccc(C(C)(C)C)cc1	-5	2	0.7	2	11	-11	89	-1	-11	1.1	-4
Cc1ccc(NC(=O)CCCCCCCCCCC2COCCO2)c(C)c1 (centres undefined)	-4	1	1.2	5	2	-4	-12	5	-3	-1.5	-1
CC(C)C(NC(=O)c1ccco1)C(=O)OCC(=O)N1CC(=O)Nc2ccccc21 (centres undefined)	-8	-5	0.6	1	-2	·	·	2	-12	-1.3	-9
Cc1noc(NS(=O)(=O)c2ccc(NC(=O)c3nn(-c4ccccc4)ccc3=O)cc2)c1C	2	-5	-0.8	-1	-4	4	-33	-5	-3	1.4	2
CCOc1ccc(NC(=O)CCn2ccnc2)cc1	-1	-5	0.0	2	9	-8	100	-4	-21	-1.0	7
Cc1cc(C(=O)Nc2ccc(C(=O)O)cc2)c(-c2ccccc2)o1	-4	4	2.0	0	0	-36	-3	-6	-5	0.7	0
O=C(N/N=C/c1cc([N+](=O)[O-])ccc1O)c1cccc2cc[nH]c12	0	-9	0.9	1	4	-1	-3	33	11	-0.5	?
CC(=O)c1c(C)[nH]c(C(=O)COC(=O)CN2C(=O)C3CCCCC3C2=O)c1C (centres undefined)	-3	-3	-1.6	0	-2	-1	-12	0	-9	1.1	-4
Cc1cccc(NC(=O)CSCC(=O)Nc2sccc2C#N)c1	4	8	-0.8	2	-2	2	-9	9	-4	1.6	-2
CN1CCN(CCOc2ccc(Cc3ccccc3)cc2)CC1	-5	2	0.1	6	16	14	204	-4	-15	-0.9	0
O=C(Cc1ccc(Cl)c(Cl)c1)N1CCOCC1	0	5	1.0	-4	-5	5	-2	7	7	-1.8	5
CCCn1c(N2CCN(S(=O)(=O)Cc3ccccc3)CC2)nc2ccccc21	-6	2	-6.9	1	-2	-32	149	4	-25	-1.2	-8
NC(=O)c1cc(N2C(=O)C3CC=CCC3C2=O)ccc1N1CCCCC1 (centres undefined)	1	-3	0.8	1	0	-19	1	-1	-8	-1.5	2
CCCNC(=O)C(Cc1ccc(C(F)(F)P(=O)(OCC)OCC)cc1)NC(=O)c1ccc(C#N)cc1 (centres undefined)	-1	0	0.3	·	-1	16	15	0	15	-1.0	-2
Clc1ccc(-c2csc(-c3ccno3)n2)cc1	3	1	0.4	-8	9	-26	57	-4	-6	0.3	-6
Cc1cccc(N/N=C(\C(N)=O)C2=NC(C)(C)Cc3ccccc32)c1	0	4	9.2	19	6	-47	2	4	0	2.1	-8
CCN(C(=O)COC(=O)CCCOc1ccccc1)c1c(N)n(Cc2ccccc2)c(=O)[nH]c1=O	3	-3	-0.3	-1	-3	-5	38	9	4	-1.5	-10
Cc1ccc(NC(=O)CSC2=C(C#N)C(c3ccc4c(c3)OCO4)CC(=O)N2)cc1C (centres undefined)	-3	-10	2.9	0	-1	-17	-13	-4	-12	-1.8	46*
CCC(=O)N(CCC(Cc1ccccc1)c1ccco1)Cc1ccco1 (centres undefined)	0	5	-0.4	3	4	7	13	0	-8	-1.4	-11
CC1CCCC(C)N1CCCNC(=O)CN1C(=O)c2cccnc2Oc2ccc(Cl)cc21 (centres undefined)	1	-5	0.3	·	-6	-25	-7	0	-2	-0.4	-7
CCn1c(SCC(=O)Nc2cc(Cl)ccc2OC)nnc1C1CC1	-4	-4	1.5	-5	-5	4	3	-5	-15	-0.4	-1
C=CCn1c(=O)c(C(=O)Nc2ccccc2O)c(O)c2ccccc21	-2	5	·	0	1	-31	3	-11	-7	0.1	7
O=C(COc1ccccc1[N+](=O)[O-])OCC(=O)N1CCC(Cc2ccccc2)CC1	3	-2	0.8	-2	0	-10	-3	-4	-16	3.0	4
CC[n+]1c(/C=C/C=C/N(C(C)=O)c2ccccc2)sc2ccccc21	-341	-431	2.7	25	421*	-15	-6	11	-3	-21	43*
Cc1ccc(NC(=O)CN(C)CC(=O)Nc2ccc(F)c(F)c2F)c(Cl)c1	-3	13	-1.6	-5	-2	11	1	-1	-3	-0.2	-8
O=C(c1ccc(S(=O)(=O)N2CCOCC2)cc1)N1CCN(c2ccccc2)CC1	-7	3	-1.8	8	4	-4	-9	0	8	2.9	0
Cc1ccc(S(=O)(=O)N2CCCCC2)cc1C(=O)Nc1ccc(N2CCOCC2)cc1	1	3	0.9	-1	-4	2	20	-5	4	-0.1	3
CCn1c(C)c(/C=N/Nc2nc3ccccc3s2)c2ccccc21	0	13	-0.3	9	-11	·	·	5	-2	2.8	0
CCOC(=O)Cn1nc(-c2ccc(C)cc2)ccc1=O	0	-5	0.3	13	-1	·	-4	-1	-9	0.4	-5
CC(=O)Nc1ccc(S(=O)(=O)NC(CSc2ccc(C(=O)O)cc2[N+](=O)[O-])C(=O)O)cc1 (centres undefined)	-11	-3	-2.0	0	0	0	-5	2	-18	-0.5	-5
c1nc2sc3c(c2c2nnnn12)CCCC3	7	-2	1.6	0	-2	-29	-14	-4	6	0.1	-1
Cc1ccc(C2C(=O)N(C3CCCC3)CC(=O)N2C2CCCCC2)cc1 (centres undefined)	-2	2	4.2	0	-5	-5	28	-2	-2	1.2	-13
CNC(=O)N(O)C1N(/N=C/c2ccccc2OC)C(=S)SC1(C)C (centres undefined)	-4	-1	1.0	20	6	6	9	-4	-9	-1.5	1
COC(=O)Oc1ccc(/C=N/NC(=O)CSCc2ccc(Cl)cc2)cc1OC	-5	2	-5.9	0	2	-39	-15	2	-5	1.3	-19
O=C1N/C(=C\c2ccccc2)C(O)=C1C=NCc1ccccc1	0	-5	1.0	-3	3	-11	·	-1	6	0.1	-1
CCOc1cccc2sc(N(CCCN(C)C)C(=O)c3ccc(S(=O)(=O)N(CC)Cc4ccccc4)cc3)nc12	0	8	2.6	7	2	1	-14	38	-10	-0.6	5
Fc1ccc(F)c(C2=NNC(=NCC3CCCO3)SC2)c1 (centres undefined)	0	-13	-2.1	-12	1	13	-7	-2	-6	3.7	-2
CCCCC(CC)C(=O)Nc1ncc([N+](=O)[O-])s1 (centres undefined)	7	-4	3.5	1	3	-1	35	6	-9	3.5	-3
c1cncc(-c2noc(-c3ccco3)n2)c1	1	2	-0.5	2	7	5	145	7	-8	0.8	-3
O=C(Cc1ccccc1)NN=C1CCCC1	1	3	-2.6	-2	1	4	·	-6	-17	4.1	-4
COc1ccc(OC)c(CN(CCCN2CCOCC2)C(=O)Nc2ccccc2)c1	1	-5	0.0	1	-3	·	-4	8	-4	-1.0	5

Source: PubChem

Rows were taken by chance. Share with any hit: about 3.2%.
